Bioassay records (PubChem)
All columns: NCI-60 one-dose screen, growth in % after 48 h at 10 µM unless noted; 100 = growth as untreated, 0 = no growth, -100 = all killed.
MALME-3M – MALME-3M melanoma | hit rate 5.8% among 78,000
BT-549 – BT-549 breast cancer; hit rate 4.4% among 78,000
LOX IMVI – LOX IMVI melanoma; hit rate 7.4% among 79,000; AID 1794757
T-47D – T-47D breast cancer | hit rate 5% among 79,000 | AID 1794792
MDA-MB-231 – MDA-MB-231 breast cancer. hit rate 5% among 81,000
HS 578T – HS 578T breast cancer; hit rate 4.1% among 78,000
MCF7 – MCF7 breast cancer; AID 1794796; hit rate 6.3% among 82,000
SK-MEL-2 – SK-MEL-2 melanoma | AID 1794763 | hit rate 4.7% among 77,000
An asterisk follows results filed as active; / = no result given; & = joins results of further samples. The calls were made as follows: active = growth percent below 10; inactive = the rest.

No.	SMILES	T-47D	MCF7	LOX IMVI	MDA-MB-231
1	CNC(=O)c1cc(Oc2ccc(NC(=O)Nc3cc(C(C)(C)C)nn3-c3ccc4ncccc4c3)c(F)c2)ccn1	-18*	-6.5*	-73*	-9.5*
2	CCOC(=O)c1cccc(N)c1	102	100	104	105
3	CC(=O)O[C@]1(C(C)=O)CC[C@H]2[C@@H]3C=C(Cl)C4=CC(=O)[C@@H]5C[C@@H]5[C@]4(C)[C@H]3CC[C@@]21C	119	113	103	94
4	CCC(=O)O[C@]1(C(=O)SCF)[C@H](C)CC2C3CC(F)C4=CC(=O)C=C[C@]4(C)C3(F)[C@@H](O)C[C@@]21C (stereo partly specified)	87	75	101	72
5	[2H]c1nc(Nc2ncc(F)c(-c3cc(F)c4nc(C)n(C(C)C)c4c3)n2)c([2H])c([2H])c1CN1CCN(CC)CC1	72	26	37	55
6	O=C(/C=C/c1ccc(Cl)nc1)c1ccc(Cl)c(Cl)c1	86	34	62	99
7	CN1CCN(c2ccc(C(=O)Nc3n[nH]c4ccc(Cc5cc(F)cc(F)c5)cc34)c(NC3CCOCC3)c2)CC1	-66*	-72*	-90*	-69*
8	CN(C)CCCN1c2ccccc2Sc2ccccc21	86&100	90&89	71&86	75&93

No.	SK-MEL-2	BT-549	MALME-3M	HS 578T
1	/	-38*	-59*	/
2	108	93	90	102
3	92	99	132	103
4	/	65	109	109
5	71	55	86	30
6	97	108	106	114
7	/	11	-83*	/
8	90&106	104&101	118	69&80

Additional results
No.	SMILES	T-47D	MCF7	LOX IMVI	MDA-MB-231
9	COc1ccc(-c2cc(=O)c3c(O)cc(O[C@@H]4O[C@H](CO[C@H]5O[C@H](C)[C@@H](O)[C@H](O)[C@@H]5O)[C@@H](O)[C@H](O)[C@H]4O)cc3o2)cc1O	90	95	92	85
10	Cc1ccc2c(c1)C(=O)N(c1cccc(S(N)(=O)=O)c1)C2=O	108	101	101	101
11	CCCNCCC	101	100	97	113
12	Cn1cc(-c2nnc(-c3cn(C)c4ncccc34)s2)c2cc(Br)ccc21	86	79	98	85
13	CC1=C(C(=O)O)N2C(=O)[C@@H](NC(=O)[C@H](N)c3ccc(O)cc3)[C@H]2SC1	103	95	98	107
14	Cc1nnc(NS(=O)(=O)c2ccc(N)cc2)s1	/	108	101	115
15	Cc1onc(-c2ccccc2Cl)c1C(=O)N[C@@H]1C(=O)N2[C@@H]1SC(C)(C)[C@@H]2C(=O)O	98	101	100	113
16	Nc1nnc(-c2c[nH]c3ccc(F)cc23)c(-c2c[nH]c3ccc(F)cc23)n1	59	58	91	88

No.	SK-MEL-2	BT-549	MALME-3M	HS 578T
9	125	110	106	101
10	101	102	95	101
11	101	92	100	101
12	104	98	96	97
13	118	112	135	/
14	113	106	117	102
15	110	100	94	114
16	99	98	83	92

The last 2 compounds of the section above open the next one:
No.	SMILES	T-47D	MCF7	LOX IMVI	MDA-MB-231
15	Cc1onc(-c2ccccc2Cl)c1C(=O)N[C@@H]1C(=O)N2[C@@H]1SC(C)(C)[C@@H]2C(=O)O	98	101	100	113
16	Nc1nnc(-c2c[nH]c3ccc(F)cc23)c(-c2c[nH]c3ccc(F)cc23)n1	59	58	91	88
17	O=C(/C=C/c1cccs1)c1ccc(Cl)c(Cl)c1	89	28	108	112
18	CC(=O)NCCCCCC(=O)O	103	95	95	108
19	COc1ccc(C2NC(=S)NC(C)=C2C(=O)Nc2ccc(S(N)(=O)=O)cc2)cc1OC (stereo unspecified)	113	89	103	106
20	O=C(O)CN1C(=O)c2cccc3cccc(c23)C1=O	90	87	99	85
21	CN1CCC(COc2cnc(-c3cccc(Cn4nc(-c5cccc(C#N)c5)ccc4=O)c3)nc2)CC1	-49*	60	34	57
22	CNC(=O)c1cccc2cc(Oc3ccnc4cc(OCC5(N)CC5)c(OC)cc34)ccc12	92	49	46	61
23	CCCCCCCCO	105	92	105	118
24	CC1(C)OC(=O)C(OCC2CC2)=C1c1ccc(S(C)(=O)=O)cc1	98	/	102	94

No.	SK-MEL-2	BT-549	MALME-3M	HS 578T
15	110	100	94	114
16	99	98	83	92
17	103	94	99	97
18	117	116	104	108
19	111	122	103	109
20	111	104	102	108
21	/	63	48	/
22	/	60	74	/
23	117	107	106	111
24	96	91	95	109

Next compounds
No.	SMILES	T-47D	MCF7	LOX IMVI	MDA-MB-231
25	O=C(CSc1nc(NC(=O)CN2CCN(c3cc4c(cc3F)c(=O)c(C(=O)O)cn4C3CC3)CC2)cc(=O)[nH]1)Nc1ccccc1	108	94	93	101
26	CC1CCC(C(C)C)C(OC(=O)c2ccccc2O)C1 (stereo unspecified)	96	108	99	104
27	NC(=O)CC(N)C(=O)O (stereo unspecified)	119	110	109	98
28	O=C(/C=C/c1ccc(Cl)c(Cl)c1)c1cccs1	69	13	54	102
29	O=C(c1ccc(F)c(F)c1Nc1ccc(I)cc1F)N1CC(O)([C@@H]2CCCCN2)C1	12	14	-84*	0.9*
30	COc1cc(OC)c2c(=O)[nH]c(-c3cc(C)c(OCCO)c(C)c3)nc2c1	88	80	95	96
31	CC(=O)[C@H]1CC[C@H]2[C@@H]3C[C@H](C)C4=CC(=O)CC[C@]4(C)[C@H]3[C@@H](O)C[C@]12C	92	101	108	90
32	O=C(/C=C/c1ccc(Cl)nc1)c1cccs1	93	16	15	103

No.	SK-MEL-2	BT-549	MALME-3M	HS 578T
25	106	/	105	102
26	127	123	99	132
27	108	138	119	102
28	95	103	91	95
29	/	47	-22*	/
30	90	92	89	83
31	126	85	/	137
32	100	103	104	107

Quoted at random: five entries already listed
No.	SMILES	T-47D	MCF7	LOX IMVI	MDA-MB-231
31	CC(=O)[C@H]1CC[C@H]2[C@@H]3C[C@H](C)C4=CC(=O)CC[C@]4(C)[C@H]3[C@@H](O)C[C@]12C	92	101	108	90
7	CN1CCN(c2ccc(C(=O)Nc3n[nH]c4ccc(Cc5cc(F)cc(F)c5)cc34)c(NC3CCOCC3)c2)CC1	-66*	-72*	-90*	-69*
8	CN(C)CCCN1c2ccccc2Sc2ccccc21	86&100	90&89	71&86	75&93
1	CNC(=O)c1cc(Oc2ccc(NC(=O)Nc3cc(C(C)(C)C)nn3-c3ccc4ncccc4c3)c(F)c2)ccn1	-18*	-6.5*	-73*	-9.5*
24	CC1(C)OC(=O)C(OCC2CC2)=C1c1ccc(S(C)(=O)=O)cc1	98	/	102	94

No.	SK-MEL-2	BT-549	MALME-3M	HS 578T
31	126	85	/	137
7	/	11	-83*	/
8	90&106	104&101	118	69&80
1	/	-38*	-59*	/
24	96	91	95	109

The listing continues:
No.	SMILES	T-47D	MCF7	LOX IMVI	MDA-MB-231
33	OC1(c2ccc(Cl)c(C(F)(F)F)c2)CCN(CCCC(c2ccc(F)cc2)c2ccc(F)cc2)CC1	-62*	-90*	-96*	-88*
34	CCCOc1ccccc1-c1nc2n[nH]nc2c(=O)[nH]1	106	112	80	100
35	CC1(O)CC(c2nc(-c3ccc4ccc(-c5ccccc5)nc4c3)c3c(N)nccn23)C1 (stereo unspecified)	2.6*	14	35	29
36	O=C1NCC2(CCN(CCc3ccccc3)CC2)O1	103	97	98	93

No.	SK-MEL-2	BT-549	MALME-3M	HS 578T
33	-77*	-93*	-75*	-47*
34	106	103	89	113
35	/	19	30	/
36	108	106	99	103

Not all compounds are listed. The share of hits here may be higher or lower than overall.
